TCR activator – activates T cell receptor signaling. primary human leukocytes, anti-CD3, IL-2 HTRF, 48 h. Potency, µM (doses to about 9.22 µM), for inactives: top-dose activation of IL-2 secretion, hits mostly activators. 330,000 tested, under 10 active; further: % of control where 0% means no effect
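Readout: HTRF IL-2, Eu-cryptate/d2 antibody pair, 320nm excitation, 665nm emission. Stimulus: a-CD3 beads, no co-stimulation. Cells: primary human leukocytes. Exposure: 48 hr with compound.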
TRPV1 ag – agonists of human vanilloid receptor 1 (TRPV1) | Q8NER1 | TRPV1-expressing cells, Fluo-8 calcium influx, agonist mode | activation, % at 8.33 µM | 320,000 tested, 0.19% active | AID 540275; in the data active means activation above about 80%; inconclusive means between about 30% and that limit; further: 0% is about no effect
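Cells expressing TRPV1 were dye-loaded with Fluo-8 and read kinetically: 10 s baseline, 3 min after compound (agonist portion), then 2 min after EC20 capsaicin (allosteric enhancer portion). Calcium-bound dye fluorescence at 480/520 nm.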
p53 reactivation – re-activators of mutant p53 | H1299 p53-A138V BP100-luciferase reporter, luminescence, 24 h | Potency, µM (doses to about 92.2 µM), without a hit: top-dose activity change, positive = activation, most hits filed as activators | 320,000 tested, 0.063% active | AID 504706; further: potency means the concentration at half of the fitted maximal effect; % of control where 0% means no effect; nearly all actives have a fitted effect of over 45% in size
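p53-null H1299 cells stably carrying temperature-sensitive p53-A138V and a BP100-luciferase reporter were pinned with compounds (4-point, 1:5 series) and held 24 hrs at 37 deg C. Luminescence was read 10 min after detection reagent.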
CXXC DNA block – blocks binding of human MLL CXXC domain to DNA | MLL-CXXC / FITC-HOXA9 DNA fluorescence polarization | 290,000 tested, 0.037% active | Potency, µM (series often up to 115 µM), without a hit: at the highest dose activity change, negative = inhibition, hits mostly inhibitors | Q03164; active means well fitted inhibition curve with a large enough effect in the polarisation, with a control signal flat, not every such curve was filed as active; inconclusive means small, poorly fitted or top-dose-only effect, or effect the other way, or a change in a side signal; inactive means no such curve, though single readings can be large or run the other way; the % refers to the polarisation; further: potency means the concentration at half of the fitted maximal effect
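Steps: dispense CXXC domain solution (7 uM) → pin compounds or unlabeled HOX-A9 DNA control → 5 min ambient → add FLSN-HOX-A9 solution (50 nM) → spin → 30 min ambient → fluorescence polarization. Tris pH 7.5/NaCl/DTT/BSA buffer.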
PTAP TSG101 blk – blocks PTAP/TSG101 interaction to inhibit HIV-1 budding | 340,000 tested, under 10 active | Fluorescence polarization, FITC-PTAP peptide / Tsg101 binding | Q99816 | Potency, µM (highest dose often 115 µM), for the others: at the top dose activity change, negative = inhibition, most hits filed as inhibitors; active means well fitted inhibition curve with a large enough effect in the main read-out, with a control signal flat, not every such curve was filed as active; inconclusive means small, poorly fitted or top-dose-only effect, or effect the other way, or a change in a side signal; inactive means no such curve, though single readings can be large or run the other way; further: potency means the concentration at half of the fitted maximal effect; % of control where 0% means no effect
Target sequence (Q99816 whole entry, looked up): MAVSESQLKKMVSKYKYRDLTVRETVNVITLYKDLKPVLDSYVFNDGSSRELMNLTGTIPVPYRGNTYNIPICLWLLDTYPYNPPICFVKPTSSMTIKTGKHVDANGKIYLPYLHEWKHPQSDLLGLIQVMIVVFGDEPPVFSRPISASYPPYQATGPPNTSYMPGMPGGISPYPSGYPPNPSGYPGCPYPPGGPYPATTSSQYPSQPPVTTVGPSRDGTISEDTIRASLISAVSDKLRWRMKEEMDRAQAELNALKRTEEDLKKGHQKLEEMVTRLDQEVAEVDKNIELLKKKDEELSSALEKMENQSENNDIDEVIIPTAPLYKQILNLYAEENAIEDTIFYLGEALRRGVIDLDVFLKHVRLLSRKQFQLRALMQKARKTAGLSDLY
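Fluorescence anisotropy tracks displacement of a FITC-tagged PTAP peptide (50 nM) from the Tsg101 binding domain (10 uM), following a 20 min room-temperature incubation at pH 7.5.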
ELG1 DNA repair – ELG1-dependent DNA repair inhibition; HEK293T ELG1-luciferase reporter, luminescence, 16 h; DNA damage induced by 5-fluorouridine; Potency, µM (titrated, usually from 46.1 µM), inactives show at the highest dose activity change, negative = inhibition, actives largely listed as inhibitors; 330,000 tested, 2.3% active; AID 504467; further: potency means the concentration at half of the fitted maximal effect; on the % scale 0 is the no-effect control and ±100 the full control effect; nearly all actives have a fitted effect of over 55% in size
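Cells (2,000 per well) received 5-fluorouridine plus test compound or DMSO and were incubated 16 hr at 37 °C, 5% CO2. Luciferase activity was read by luminescence 30 min after ONE-Glo addition; signal suppression marked inhibition of damage-induced ELG1 function.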
A-T KAP1 phos – potential ataxia-telangiectasia treatments restoring KAP-1 phosphorylation | […] A-T fibroblasts, KAP-1 phosphorylation AlphaLISA; neocarzinostatin DNA damage 30 min before lysis | Potency, µM (doses to about 57.5 µM), without a hit: at the top dose activation, hits mostly activators | 320,000 tested, 0.19% active; further: potency means the concentration at half of the fitted maximal effect; % of control where 0% means no effect; nearly all actives have a fitted effect of over 45% in size
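ATM-like activity read as KAP-1 phosphorylation via AlphaLISA donor/acceptor antibody pairs after lysis and 6 hr at 25C. Cells were ATM-null patient fibroblasts ([…], hTERT), dosed 60 min, then exposed to the DSB inducer NCS for 30 min.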
BRCA1 expr act – increases BRCA1 expression. Potency, µM (highest dose often 46.1 µM), without a hit: at the highest dose activation, hits mostly activators. MCF7-BRCA1-FFLuc reporter, luminescence, 48 h; response scale: scaled: vehicle 0%, 10 µM genistein 100%. 380,000 tested, 1.1% active; further: potency means the concentration at half of the fitted maximal effect; nearly all actives have a fitted effect of over 80% in size; some results filed as inactive show a strong effect at the top dose
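48 h compound treatment of MCF7-BRCA1-FFLuc cells (phenol-red free MEM, 37 °C), then 15 min with luciferase substrate and luminescence imaging.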
a7 integrin act – activates integrin-mediated alleviation for muscular dystrophy; alpha7betagal myoblasts, beta-gal FDG fluorescence, 48 h; Potency, µM (top dose mostly 38.3 µM), for the others: top-dose activation, most hits filed as activators; 350,000 tested, 0.064% active; AID 624291;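 further: potency means the concentration at half of the fitted maximal effect; 100% = response of the positive control SU9516; nearly all actives have a fitted effect of over 60% in size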
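Alpha7betagal+/- myoblasts (passage 13) were plated 16-24 hr, then exposed to compounds (1:260 dilution of DMSO stock) for 48 hours at 37C. After MPER lysis, β-galactosidase reporter activity was read as FDG fluorescence (ex 480/em 540) after 30 minutes.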
B2AR arrestin – beta2AR (human) beta-arrestin recruitment activity; P07550; 330,000 tested, 0.02% active; Potency, µM (top dose mostly 46.1 µM), without a hit: top-dose activation, most hits filed as activators; beta-arrestin recruitment to beta2AR, cell-based reporter;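 further: potency means the concentration at half of the fitted maximal effect; 0% = DMSO controls and full agonism = EC100 isoproterenol or metaproterenol; nearly all actives have a fitted effect of over 65% in size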
Target sequence (P07550 whole entry, looked up): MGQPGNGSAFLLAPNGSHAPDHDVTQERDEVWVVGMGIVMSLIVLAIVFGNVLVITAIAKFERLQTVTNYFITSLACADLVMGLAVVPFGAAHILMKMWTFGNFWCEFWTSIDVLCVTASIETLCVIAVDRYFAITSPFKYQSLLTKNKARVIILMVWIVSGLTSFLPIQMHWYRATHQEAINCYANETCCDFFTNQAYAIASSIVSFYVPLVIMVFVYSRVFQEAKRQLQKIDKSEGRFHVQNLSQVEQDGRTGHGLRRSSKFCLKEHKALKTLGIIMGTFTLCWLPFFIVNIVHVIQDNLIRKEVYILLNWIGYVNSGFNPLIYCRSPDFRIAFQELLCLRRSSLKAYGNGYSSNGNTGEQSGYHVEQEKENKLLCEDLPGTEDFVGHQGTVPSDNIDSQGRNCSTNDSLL
Active calls of the source: *; ? = inconclusive; nt = not tested or not shown; [ ] = dose if it differs, or a comment. Unless noted, the call rests on the fitted dose curve; in most records, active means well fitted curve in the direction sought with a large enough effect; inconclusive means small, poorly fitted or top-dose-only effect, or another doubt; inactive means no such curve, though single readings can be large; an effect the other way counts as inactive or inconclusive.

SMILES | TCR activator | TRPV1 ag | p53 reactivation | CXXC DNA block | PTAP TSG101 blk | ELG1 DNA repair | A-T KAP1 phos | BRCA1 expr act | a7 integrin act | B2AR arrestin
COc1ccc(CNS(=O)(=O)NCc2ccccc2)cc1OC | 2% | 4 | -6% | 2% | -3% | ? | -1% | 2% | 3% | 0.3%
CC(C)c1ccc(NC2CCCN(C(=O)CCc3cn[nH]c3)C2)cc1 (stereo not given) | -2% | ? | -6% | -1% | 0% | -4% | 10% | -22% | -6% | -0.2%
O=C(CCCN1C(=O)CCC1=O)Nc1ccc2c(c1)OCCO2 | -6% | -1 | ? | 14% | -3% | ? | -15% | 39% | 9% | 0.4%
COc1ccc(OCc2cccc(C(=O)Nc3ccc(CN4CCCCC4)cc3)c2)cc1 | -10% | 5 | ? | 0% | -6% | ? | 4% | -55% | -40%[inhibitor] | 6.0%
Clc1ccc(Cn2c(CN3CCCC3)nc3ccccc32)cc1 | nt | 27 | -4% | 3% | nt | -1% | nt | nt | nt | -0.5%
O=C(CSc1c2c(nc3cc(Cl)ccc13)CCCC2)NCc1ccco1 | -24% | 2 | -14% | 8% | -1% | 17% | 7% | -47% | -28% | -1.0%
COc1ccc(-c2nnc(SCC(=O)N3CCCC3)o2)cc1OC | -4% | nt | nt | nt | -5% | nt | nt | -2% | 8% | nt
CCn1c(Cc2ccc(OC)cc2)nnc1SCC(=O)Nc1cccc(C(=O)OC)c1 | 0%[46.1 µM] | 5 | 7% | -6% | -3% | ? | 9% | -4% | -8% | 0.1%
CC(NC(=O)C(CC(=O)OC(C)(C)C)NC(=O)OC(C)(C)C)C(N)=O (stereo not given) | 6% | -2 | -6% | -1% | -2% | 0% | -1% | 2% | 11%[7.66 µM] | -0.3%
CCCNC(=O)CC(NS(=O)(=O)c1ccc(OC)cc1)c1ccco1 (stereo not given) | -4% | -6 | 3% | 12% | 0% | 6% | -3% | -7% | 12% | 0.5%
O=C(Nc1ccccc1)OC1CC2CC1C1CCCC21 (stereo not given) | 3% | -5 | 24% | -5% | -5% | ? | 2% | ? | ? | -0.7%
CC1(C)C(C=C(Cl)Cl)C1C(=O)N(Cc1cccc(Cl)c1)C1CCS(=O)(=O)C1 (stereo not given) | -6%[46.1 µM] | 16 | 11% | 0% | -4% | -5% | 4% | -53% | -24% | 0.0%
NC(=O)CSc1nc2cc3c(cc2c(=O)n1CCCC(=O)NCc1ccc2c(c1)OCO2)OCO3 | 7% | -3 | -7% | -2% | -1% | -16% | 0% | 13% | -11% | 0.4%
CCOc1ccccc1NC(=O)CCCc1ccc(OC)c(C)c1 | nt | 11 | -79%[inhibitor] | 1% | -4% | -14% | -10% | -10% | -3% | 0.0%
CCn1cc(C(=O)NCCN(C)CCc2ccccc2)c(=O)c2cc(S(=O)(=O)N(C)C)ccc21 | 8% | -6 | -2% | 2% | 1% | -9% | 6% | 3% | -25%[7.66 µM] | 0.0%
Cc1cc2oc(=O)cc(CN3CCN(S(=O)(=O)/C=C/c4ccccc4)CC3)c2cc1C | 3% | 1 | -11% | 2% | -1% | -21% | -6% | -28% | 16% | -0.5%
O=C(Nc1ccc2c(c1)C(=O)NC2=O)c1cc(Cl)ccc1Cl | 9% | ? | 5% | -8% | -2% | -15% | -4% | 1% | 13% | 0.4%
CC(=O)/C(=N\Nc1ccc(Cl)cc1)Sc1nnc(-c2ccccc2)n1-c1ccccc1 | 2%[46.1 µM] | ? | 2% | 10% | -1% | ? | -2% | -38% | 18% | 1.9%
CC(C)N(Cc1nc2ccccc2[nH]1)C(C)C | -8%[46.1 µM] | 0 | -5% | 6% | 1% | -5% | 7% | 18% | 13% | -1.1%
CC(C)Oc1ccc(Cc2n[nH]c(=S)n2Cc2ccccc2)cc1Cl | -1% | 8 | 22% | -1% | -3% | ? | 2% | -19% | 20% | -0.1%
Cc1nn(-c2ccccc2)c(Cl)c1/C=N/Nc1nncc(=O)[nH]1 | -13% | -1 | 4% | 1% | -2% | -1% | 38% | 0% | -18% | 0.8%
COc1ccc(C2=NN(C(=O)c3cccs3)C(c3ccccc3OC)C2)cc1OC (stereo not given) | -18% | -1 | -5% | 6% | 0% | ? | 3% | -20% | -48%[inhibitor] | 0.4%
O=C(COC(=O)CCc1nc2ccccc2s1)Nc1ncc(Cl)cc1Cl | -4%[46.1 µM] | -1 | 2% | 1% | -3% | ? | -3% | -51% | -3% | -0.6%
CC(C)(C)c1nnc(N/N=C/c2ccc(O)cc2)n(N)c1=O | 2%[46.1 µM] | -3 | 8% | 7% | -1% | ? | -8% | -2% | -9% | -2.7%
O=C1N/C(=N/O)S/C1=C/c1cccnc1 | -6% | -3 | 6% | -20% | -7% | 21% | 3% | 11% | 3% | -0.4%

Next entries.
SMILES | TCR activator | TRPV1 ag | p53 reactivation | CXXC DNA block | PTAP TSG101 blk | ELG1 DNA repair | A-T KAP1 phos | BRCA1 expr act | a7 integrin act | B2AR arrestin
CCC[C@H]1CC(=O)C=C(c2ccsc2)ON1C(=O)OC(C)(C)C | -5% | nt | nt | nt | -2% | nt | nt | -16% | -26% | nt
O=C(NNC(=O)c1ccc(Br)o1)c1csc(N2CCOCC2)n1 | 5% | 1 | -1% | nt | -4% | 1% | -2% | 0% | 15% | -0.2%
COc1cc(C(=O)Oc2cccnc2)cc(OC)c1OC | -2% | -2 | nt | 19% | -4% | 0% | 10% | 0% | -4% | 0.5%
Cc1cc(N2CCOCC2)nc2ccc(NC(=O)CCC(=O)N3CCN(c4ccccc4)CC3)cc12 | -5% | 3 | 7% | 19% | -9% | ? | 2% | 71% | -14% | -0.1%
CS(=O)(=O)CCC(C(=O)OCc1ccc(Br)cc1)N1C(=O)c2ccccc2C1=O (stereo not given) | -3%[46.1 µM] | 6 | -26% | 9% | -8% | -3% | -6% | 1% | 23% | -0.2%
O=C(CSc1nc2c(cnn2-c2ccc(F)cc2)c(=O)[nH]1)N1CCCCCC1 | -1%[46.1 µM] | 3 | 5% | -2% | -6% | 2% | -4% | -3% | 3% | 0.2%
Cc1ccc(Oc2ccc(OCC(=O)NC(CC(C)C)C(=O)O)cc2)cc1 (stereo not given) | 2% | -2 | 0% | 5% | -1% | 7% | 5% | -23% | 13% | 0.1%
CCN(CC)C(=O)c1sc(NC(=O)c2c(OC)cccc2OC)c(C#N)c1C | -3% | 3 | 13% | 4% | 3% | 1% | 2% | -20% | 13% | -0.3%
CCc1cccc(C)c1NC(=S)NCc1ccc2[nH]c(C)cc2c1 | 0% | 2 | 1% | -1% | -5% | ? | -5% | -40% | 19% | -1.1%
O=C(N/N=C/c1ccc2c(c1)OCO2)c1ccc(COCC(F)(F)C(F)F)cc1 | -4% | ? | -6% | 5% | -1% | -4% | 3% | 5% | -15% | 0.6%
COc1ccc(S(=O)(=O)NC2CCSc3ccccc32)cc1NC(C)=O (stereo not given) | 1% | -3 | 0% | 37%[activator] | 0% | -5% | 11% | -1% | -17% | -0.6%
C/C(=N/NC(=O)CNC(=O)c1ccccc1)c1ccc(C)cc1 | 2% | 10 | -4% | -1% | 1% | 0% | 1% | -7% | 0% | 0.0%
O=C(c1ccccc1)C(Nc1cccc([N+](=O)[O-])c1)c1ccccc1 (stereo not given) | 11% | nt | nt | nt | 1% | nt | nt | -29% | -1% | nt
Cc1ccc(N2CCN(/N=C/c3ccncc3)CC2)cc1 | -2% | 27 | -5% | 0% | -1% | 18µM* | 3% | -5% | 2% | 0.0%
Nc1c(S(=O)(=O)c2cccc(Cl)c2)c2nc3ccccc3nc2n1/N=C/c1ccc(O)c(O)c1 | nt | 7 | -17% | -6% | nt | ? | -8% | nt | nt | -0.1%
COc1ccc(Cn2c(=O)oc3ccc(C)cc32)cc1OC | -2% | ? | -13% | -1% | -9% | -27% | 1% | -75% | -34% | 0.0%
Cc1cc(S(=O)(=O)NCc2ccco2)c(C)s1 | -3% | nt | -6% | -10% | 1% | 4% | 3% | 10% | 18% | -0.4%
Cc1ccccc1CNC(=O)C(=O)NCCC1CCCCN1S(=O)(=O)c1cccs1 (stereo not given) | -3% | ? | -2% | nt | 0% | ? | -1% | -53% | 13% | 0.0%
O=C(CC1CCCCC1)Nc1ccc(-c2ccc3nncn3n2)cc1 | 12% | 11 | -3% | -1% | -3% | -3% | 2% | -6% | 35% | 0.0%
CCOC(=O)C1CCCN(Cc2cccs2)C1 (stereo not given) | 1% | -1 | 4% | -5% | -1% | 9% | -5% | 3% | 14% | -0.3%
COc1cc([N+](=O)[O-])ccc1NC(=O)CN(C)C | -4% | 6 | 2% | 11% | -13% | 4% | -1% | 0% | -12% | -0.4%
COc1ccc(C(CNC(=O)c2cccc(S(=O)(=O)N3CCCc4ccccc43)c2)N(C)C)cc1 (stereo not given) | 4% | nt | nt | nt | -1% | nt | nt | -52% | -32% | nt
CCN(CC(=O)Nc1ccc(NC(C)=O)cc1)C(=O)c1oc2ccccc2c1C | 4% | 2 | 5% | nt | -1% | -2% | -5% | -20% | -16% | 0.1%

Bioassay records: PubChem BioAssay, National Center for Advancing Translational Sciences (NCATS)
